Source: PubChem BioAssay
KB-V1 cytotox = kills drug-selected multidrug resistant KB-V1 cells; KB-V1 MDR cells viability, CellTiter-Glo, 72 h; Potency, µM (top dose mostly 46.1 µM), without a hit: top-dose activity change, negative = cytotoxicity, usual class: cytotoxic; actives 3.4% (n = 400,000); AID 1347076; note: % is set by controls: 0 for no effect and ±100 for the full control effect; nearly all actives have a fitted effect of over 60% in size
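qHTS viability screen in drug-selected KB-V1 MDR cells: 72 h compound treatment at 37 degrees C, ATP luminescence end point.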
TDP43 rescue = rescues yeast growth from TDP-43 toxicity; TDP-43 expressing yeast growth rescue, BacTiter-Glo, 24 h; Potency, µM (top dose mostly 46.1 µM), without a hit: at the highest dose growth rescue (activation), actives largely listed as activators; actives 1.8% (n = 410,000); note: % of control where 0% means no effect; nearly all actives have a fitted effect of over 50% in size
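Yeast expressing TDP-43 (pregrown in raffinose, seeded at OD600=0.02 in galactose medium) exposed to compounds 24 hr at 30 deg C. Growth read by BacTiter-Glo luminescence; rescue of toxicity appears as increased signal.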
GLP1R cytotox = cytotoxicity in counter-screen for GLP-1R inverse agonists; Potency, µM (series often up to 38.3 µM), for inactives: at the top dose activity change, negative = inhibition, hits mostly inhibitors; HEK293 cAMP-luciferase reporter cells, luminescence, 24 h; actives 0.13% (n = 410,000); AID 624418;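 note: loss of luciferase light is scored as toxicity; % is set by controls: 0 for no effect and ±100 for the full control effect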
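Compound-treated cells are incubated 24 hr at 37 deg C under 5% CO2 after a 12 hour attachment period, then luciferase detection reagent is added and luminescence is measured following 12 min at room temperature; lowered signal indicates toxicity.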
KB-3-1 tox = kills parental KB-3-1 adenocarcinoma cells; actives 1.4% (n = 400,000); KB-3-1 viability, CellTiter-Glo ATP luminescence, 72 h; AID 1347075; Potency, µM (top dose mostly 46.1 µM), without a hit: at the top dose activity change, negative = cytotoxic, usual class: cytotoxic; note: % is set by controls: 0 for no effect and ±100 for the full control effect; nearly all actives have a fitted effect of over 60% in size
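Viability of parental KB-3-1 cells, measured by CellTiter-Glo luminescence, followed a 72 h incubation at 37 °C with pinned compounds in phenol-red-free DMEM containing 10% FBS.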
HT1080NT lethal = kills 2HG-producing HT-1080-NT fibrosarcoma cells | actives 1.6% (n = 360,000) | AID 686970 | HT-1080-NT fibrosarcoma viability, CellTiter-Glo ATP luminescence, 48 h | Potency, µM (series often up to 46.1 µM), for the others: at the top dose activity, negative = less viability, hits mostly cytotoxic;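 note: NT is the 2HG producing partner of a matched IDH1 knockdown line; 0% = DMSO-treated cells and -100% = media-only wells without cells; nearly all actives have a fitted effect of over 55% in size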
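A 48-hour cytotoxicity screen used HT-1080-NT cells plated 2 hours before compound delivery. ATP-based CellTiter-Glo luminescence measured viability, normalized to DMSO and no-cell controls.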
GLP1R ag = agonists of human GLP-1 receptor; HEK293 GLP-1R CRE-luciferase, luminescence, 4-6 h; cells express a hypersensitive GLP-1R form; AID 624172; Potency, µM (series often up to 45.6 µM), for inactives: top-dose activation, actives largely listed as activators; P43220; actives 0.007% (n = 380,000); note: % of control where 0% means no effect
Target sequence (P43220 whole entry, looked up): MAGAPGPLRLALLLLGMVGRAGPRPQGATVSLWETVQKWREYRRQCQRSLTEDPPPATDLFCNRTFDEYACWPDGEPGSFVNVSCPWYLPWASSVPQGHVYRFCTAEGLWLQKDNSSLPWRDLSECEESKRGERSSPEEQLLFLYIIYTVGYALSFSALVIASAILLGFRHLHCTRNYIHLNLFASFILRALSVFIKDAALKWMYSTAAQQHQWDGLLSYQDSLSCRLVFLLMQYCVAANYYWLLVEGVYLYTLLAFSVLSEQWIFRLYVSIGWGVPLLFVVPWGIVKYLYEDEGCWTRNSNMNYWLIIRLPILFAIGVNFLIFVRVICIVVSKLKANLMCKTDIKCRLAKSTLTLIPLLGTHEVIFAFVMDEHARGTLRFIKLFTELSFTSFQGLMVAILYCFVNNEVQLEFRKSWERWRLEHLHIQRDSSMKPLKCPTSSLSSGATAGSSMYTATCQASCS
SW480 rerep = induces DNA re-replication in SW480 colon adenocarcinoma cells. SW480 DNA re-replication, Hoechst DNA content imaging, 48 h. Potency, µM (highest dose often 46.1 µM), inactives show at the top dose re-replication activation, actives largely listed as activators. actives 1.8% (n = 340,000); note: % of control where 0% means no effect; nearly all actives have a fitted effect of over 55% in size
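Treated cells incubate 48 hr (37 C, 5% CO2), are stained 40 min with Hoechst, and nuclear fluorescence is enumerated; a rise in nuclei with high DNA signal marks re-replication.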
GLP-1R inv ag = acts as inverse agonist at human GLP-1 receptor. HEK293 GLP-1R CRE-luciferase, luminescence, 24 h; GLP-1R form is constitutively active. Potency, µM (series often up to 38.3 µM), for the others: at the top dose activity change, negative = inhibition, actives largely listed as inhibitors. P43220. actives 1.6% (n = 410,000); note: % is set by controls: 0 for no effect and ±100 for the full control effect; nearly all actives have a fitted effect of over 55% in size
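Cells are plated, allowed 12 hours at 37 deg C, then treated with compounds for 24 hr before luciferase detection reagent is added and luminescence is read after 12 min at room temperature. The HEK293 line carries constitutively active GLP-1R with a cAMP-responsive reporter.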
HT1080 IDH1KD tx = toxicity to HT-1080 IDH1 knockdown cells (counter line); AID 686971; HT-1080 IDH1 knockdown viability, ATP luminescence, 48 h; actives 2% (n = 360,000); Potency, µM (series often up to 46.1 µM), inactives show top-dose activity, negative = toxicity, usual class: cytotoxic;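 note: 0% = DMSO wells and -100% = cell-free medium wells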
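Knockdown cells (IDH1KD HT-1080) received compounds 2 h after plating at 750 cells/well and were kept 48 h at 37 °C in 5% FBS RPMI. A CellTiter-Glo luminescence read gave % activity for curve fitting.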
* hit, by the source's call; ? = inconclusive; . = no result given; & = joins results of further samples; [ ] = another dose, or the depositor's remark. Calls come from the whole dose curve; as a rule, active = well fitted curve in the direction sought with a large enough effect; inconclusive = small, poorly fitted or top-dose-only effect, or another doubt; inactive = no such curve, though single readings can be large; an effect the other way counts as inactive or inconclusive. Potency is the fitted concentration of half-maximal effect.

SMILES	KB-V1 cytotox	TDP43 rescue	GLP1R cytotox	KB-3-1 tox	HT1080NT lethal	GLP1R ag	SW480 rerep	GLP-1R inv ag	HT1080 IDH1KD tx
COCCN(C(=O)CN1CCN(S(=O)(=O)c2ccc(F)cc2)CC1)c1c(N)n(Cc2ccccc2)c(=O)[nH]c1=O	19%	1%	-14%	12%	22%	3%	-1%	16%	23%
O=C(O)CNC(=O)c1ccc(NC(=O)/C(=C/c2ccccc2)NC(=O)c2ccccc2Br)cc1	-11%	13%	-6%	2%	7%	-5%	-11%	3%	0%
CCOC(=O)C(CC)/C(C)=N/NC(=O)c1ccc([N+](=O)[O-])cc1 (configuration not stated)	2%	0%	-19%	0%	13%	-4%	4%	3%	-5%
CCC(C)c1ccc(OCc2ccc(C(=O)OC)o2)cc1 (configuration not stated)	0%	22%	10%	5%	18%	0%	-34%[inhibitor]	-38%	-8%
CC(C)c1ccc(S(=O)(=O)N2CCN(C(=O)C3=COCCO3)CC2)cc1	?	11%	3%	-1%	4%[9.24 µM]	18%	-4%	4%	1%
CCN(CC)CCN1C(=O)C(O)=C(C(C)=O)C1c1ccccc1[N+](=O)[O-] (configuration not stated)	?	-13%[1.82 µM]	-13%	8%	?	5%	?	-16%	-14%
COC(=O)c1cn(NC(=O)c2cccc(F)c2)c(=O)c2ccccc12	4%	17%	-15%	1%	8%	-9%	1%	0%	6%
CCOc1ccccc1N(C(=O)Cn1nnnc1-c1ccc(C)o1)C(CC)C(=O)NC(C)(C)C (configuration not stated)	0%	19%	-8%	1%	-12%	4%	14%	?	-2%
O=C(COc1ccccc1Cl)Nc1ccc2c(c1)OCCO2	-16%	?	16%	-3%	1%	20%	-10%	0%	0%
Cc1nc2nc[nH]n2c(=O)c1NC(=O)CCc1ccccc1	9%	4%	-3%	18%	14%	-12%	1%	13%	20%
CN1C(=O)[C@H]2[C@@H](/C=C/c3ccccc3)N3C(=O)CN(CCO)C(=O)[C@@]3(Cc3ccccc3)[C@H]2C1=O	?	-6%	12%	7%	1%	-6%	-65%[inhibitor]	-1%	0%
CCOC(=O)C1C(=O)C=C(c2ccc(NS(C)(=O)=O)cc2)CC1c1ccco1 (configuration not stated)	-10%	-7%	.	3%	7%	-8%	0%	-3%	0%
CCn1c(=O)c2cc(C(=O)NCCc3ccc(Cl)cc3)sc2c2ccccc21	16%	-5%	3%	12%	.	1%	.	5%	.
COc1ccc(C(=O)N2CC(=O)Nc3ccc(C)cc3C2c2ccccc2)cc1 (configuration not stated)	-8%	-16%	-7%	13%	13%	5%	-8%	27%	11%
O=[N+]([O-])c1ccc(/C=N\N2CCN(c3ccc(Cl)cc3)CC2)cc1	?	16%	-7%	0%	10%	-1%	-8%	5%	8%
COCCN1C(=O)C(CC(=O)Nc2ccc(C(=O)O)cc2)SC1=Nc1ccccc1 (configuration not stated)	-4%	0%	1%	3%	8%	-5%	-1%	-4%	1%
CSc1ccccc1C(=O)NCc1ccccc1	6%	11%	14%	11%	12%	2%	2%	-4%	9%
O=C(COc1ccc(/C=N/NC(=O)c2ccc(O)cc2)cc1)Nc1cccc([N+](=O)[O-])c1	-3%	-5%	-5%	0%	-1%	-2%	3%	-27%	2%
CN(Cc1ccccc1)C(=O)COc1ccccc1	0%	12%	0%	32%	1%	0%	-3%[9.22 µM]	-5%	0%
Cc1ccccc1Cn1c(=O)c2c(nc3n2CCCN3Cc2ccccc2)n(C)c1=O	-26%	-32%[inhibitor]	15%	?	-7%	6%	-6%	3.2µM*	-14%
C=CCn1c(C(C)NC(=O)CCC)nc2ccccc21 (configuration not stated)	-2%	-14%	9%	4%	0%	2%	-1%	-3%	?
COc1ccc(OCC(=O)Nc2cc(NC(=O)c3ccco3)ccc2OC)cc1	-7%	3%	-10%	-4%	-2%	8%	17%	-1%	-8%
O=C(CSc1n[nH]c(-c2ccncc2)n1)Nc1ccccn1	-11%	-4%	26%	-12%	-2%	6%	0%	10%	-4%
O=C1CCC(C(=O)NCCN2C(=O)S/C(=C\c3cccnc3)C2=O)=NN1	-2%	7%	-2%[0.307 µM]	-6%	-14%	1%	1%	-18%[0.307 µM]	-9%
CC(NC(=O)c1ccc2c(c1)OCCO2)c1ccc(S(N)(=O)=O)cc1 (configuration not stated)	12%	-22%	4%	1%	0%	10%	18%	15%	0%
Cc1cc2c(cc1S(=O)(=O)N1CCc3ccccc31)NC(=O)CO2	?	-12%	-13%	-14%	-16%	8%	8%	-37%	?
COc1ccc(-n2nc(C(=O)NCc3ccco3)c3c4ccccc4n(C)c3c2=O)cc1Cl	-9%	7%	-7%	-5%	-1%	6%	-12%	19%	-16%
CC(=O)Nc1cccc(-c2ccnc3c2CC(C(=O)Nc2ccc(Cl)cc2)O3)c1 (configuration not stated)	?	23%	-5%	?	?	-7%	.	?	21µM*
CCCc1nn2c(=O)c(C(c3cccc(Cl)c3)c3c(O)nc4sc(CCC)nn4c3=O)c(O)nc2s1	7%	-19%	-8%	-19%	16%	-8%	0%	?	16%
Cc1ccccc1NC(=O)/C(=C/c1ccco1)c1ccccc1	?	-9%	-1%	-12%	0%	2%	-4%	?	-2%

Quoted at random: 2 entries already listed.
SMILES	KB-V1 cytotox	TDP43 rescue	GLP1R cytotox	KB-3-1 tox	HT1080NT lethal	GLP1R ag	SW480 rerep	GLP-1R inv ag	HT1080 IDH1KD tx
CC(NC(=O)c1ccc2c(c1)OCCO2)c1ccc(S(N)(=O)=O)cc1 (configuration not stated)	12%	-22%	4%	1%	0%	10%	18%	15%	0%
CC(=O)Nc1cccc(-c2ccnc3c2CC(C(=O)Nc2ccc(Cl)cc2)O3)c1 (configuration not stated)	?	23%	-5%	?	?	-7%	.	?	21µM*

Returning to the listing with the 3 entries that preceded the break.
SMILES	KB-V1 cytotox	TDP43 rescue	GLP1R cytotox	KB-3-1 tox	HT1080NT lethal	GLP1R ag	SW480 rerep	GLP-1R inv ag	HT1080 IDH1KD tx
CC(=O)Nc1cccc(-c2ccnc3c2CC(C(=O)Nc2ccc(Cl)cc2)O3)c1 (configuration not stated)	?	23%	-5%	?	?	-7%	.	?	21µM*
CCCc1nn2c(=O)c(C(c3cccc(Cl)c3)c3c(O)nc4sc(CCC)nn4c3=O)c(O)nc2s1	7%	-19%	-8%	-19%	16%	-8%	0%	?	16%
Cc1ccccc1NC(=O)/C(=C/c1ccco1)c1ccccc1	?	-9%	-1%	-12%	0%	2%	-4%	?	-2%
Nc1c(C(=O)OCC(=O)Nc2ccccc2Br)[nH]c(=O)[nH]c1=O	-1%	16%	-4%	-3%	10%	0%	-4%	4%	19%
Cc1cc(C)c(NC(=O)COC(=O)COc2ccc3c(C)cc(=O)oc3c2)c(Cl)c1	0%	12%	1%	-5%	-1%[9.24 µM]	-1%	2%	17%	0%
COc1ccc(S(=O)(=O)NC2(C(F)(F)F)NC(=O)N(CCc3ccccc3)C2=O)cc1 (configuration not stated)	-2%&0%	-3%&-7%	5%&1%	15%&3%	6%	0%&-3%	-2%	-10%&-1%	16%
O=[N+]([O-])c1ccc(-n2cc(-c3ccccc3)nn2)cc1	3%	?	4%	3%	8%	16%	2%	11%	19%
O=C(CSc1nc2ccccc2[nH]1)NCC1CCCO1 (configuration not stated)	-3%	?	2%	24%	15%	1%	?	15%	18%
CCOc1ccccc1N1CCN(C(=O)c2ccncc2)CC1	-23%	-6%	1%	-14%	12%	-4%	?	7%	?
Cc1ccccc1-n1nc2c(c1NC(=O)CCCl)CSC2	21%	4%	-8%	-1%	1%	-1%	-4%	8%	0%
CCc1nc2ccc(C(=O)N(C)CCCN(C)C)cn2c1N(C)Cc1cc2ccccc2s1	4%	9%	-2%	0%	18µM*	15%	.	?	16µM*
O=C(NNC(=O)C1CCN(c2ncccn2)CC1)c1ccc(Cl)cc1	-6%	-7%	-5%	0%	12%	3%	-36%[inhibitor]	-7%	1%
COc1ccc2c(CNCc3ccco3)c(C(=O)O)n(Cc3ccccc3)c2c1	20%	11%	-2%	?	.	2%	.	4%	.
Cc1ccc(-n2ncc3c2CC(C)(C)CC3NC(=O)C2CCOCC2)cc1 (configuration not stated)	?	20%	-13%	-1%	4%	1%	-5%	4%	10%
COc1cc2c(cc1OC)C(COc1ccccc1OC)N(C(=O)C(C)(C)C)CC2 (configuration not stated)	-15%	.	1%	?	0%	10%	0%	5%	-4%
CC(=O)c1ccc(NC(=O)CCc2nc3sc4c(c3c(=O)[nH]2)CCCC4)cc1	?	-16%	-1%	1%	-21%	1%	-4%	21%	-10%
NS(=O)(=O)c1ccc(NC(=O)COc2ncnc3c2cnn3-c2ccccc2)cc1	18%	-3%	-11%	-24%	6%	-5%	-4%	15%	18%
CCc1ccc(NC(=S)NCc2ccccc2)cc1	0%	-16%	25%	3%	9%	0%	-1%	11%	12%
O=S(=O)(c1ccc(F)cc1)N1CCN(c2ncnc3c2cnn3-c2ccccc2)CC1	4%	13%	-3%	1%	12%	-11%	?	3%	3%
O=C1CN(C(=O)COC(=O)C2CC(=O)N(Cc3ccco3)C2)c2ccccc2N1 (configuration not stated)	?	3%	0%	10%	15%	1%	0%	6%	9%
Cc1c(Cl)cccc1NC(=O)CNC(=O)C1CC(=O)N(CCc2ccccc2)C1 (configuration not stated)	-26%	15%	9%	-2%	1%	27%	-5%	-26%	7%
Cc1ccc(Cn2c(NCCc3ccccc3)nc3c2c(=O)n(C)c(=O)n3C)cc1	?	3%	2%	?	-5%	0%	0%	3%	12%
CCOc1ccc(NC(=O)Cn2c(=O)cc(C)c3c(C)nn(-c4ccc(CC)cc4)c32)cc1	5%	-2%	-7%	11%	.	.	.	-5%	.
COc1ccc(-c2ccc(CN3C(C)C(=O)N(Cc4cn(CCC5OCCO5)nn4)CCS3(=O)=O)cc2)cc1OC (configuration not stated)	9%	9%	-3%	0%	13%	14%	.	21%	8%
COc1cccc(CNCc2ccccc2OC)c1	3%	-7%	8%	4%	-3%	3%	-1%	-6%	-5%
